Screening data from PubChem.
Rev-erbA mod: modulates human Rev-erb alpha binding to DNA; Rev-erbα–FITC-DNA binding, fluorescence polarization, 90 min; P20393; activity, % at 10 µM; 0.79% of 370,000 active; AID 1259318;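 active = activity above about 14%, limit read from the data; passing the limit was not always enough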;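 note: 0% = DMSO wells with 35 nM protein and 100% = DMSO wells with 750 nM protein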
KLK7 zymogen act: activators of human kallikrein-7 zymogen | P49862 | purified proKLK7, EDANS-DABCYL substrate fluorescence; 100% is mature enzyme control, 0% vehicle | activation, % at 7 µM | 0.9% of 370,000 active | AID 652039;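 active = activation above the mean of all tested compounds plus 3 SD, computed per campaign excluding outliers beyond control limits, cut at about 13% in these data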
DDE Tn7 FP inh: DD(E)-Tn7 binding inhibition, primary FP screen | P02675 | FP displacement of FITC-Tn7 peptide from fibrin DD(E); 0% = median of compound wells per plate | inhibition, % at 8.3 µM | 0.13% of 370,000 active | AID 720508;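 active = inhibition above the mean of compounds falling within the control limits plus 3 SD of them, cut at about 14% in these data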;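 note: 0% = plate median of compound wells and 100% = 10 µM Aha-Tn7 peptide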
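Assay system: Human clot-derived fibrin DD(E) complex | Buffer or medium: Tris/NaCl/CaCl2 buffer, pH 7.8 | Repeats: One replicate per compound | Benchmarks: Aha-Tn7 high control | Measure: % inhibition scaled between sample-field median and high-control FP | Schedule: 10 min plus 3 h, room temperature | Signal: Fluorescence polarization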
sPLA2-III inh: Blocks human group III sPLA2 activity | AID 743126 | 0.56% of 370,000 active | QFRET BODIPY PC-A2 liposome hydrolysis, fluorescence | inhibition, % at 12.2 µM;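 active = inhibition above mean plus 3 SD of compounds lying within the high and low control bounds, cut at about 19% in these data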;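 note: 0% = median of test compound wells and 100% = no enzyme DMSO wells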
ASAP1 GAP inh: blocks human ASAP1-stimulated Arf1 GTP hydrolysis; inhibition, % at 16.5 µM; 0.19% of 360,000 active; AID 624377; GDP FP detection; in the data active = inhibition above about 25%;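 note: 0% = vehicle with enzyme and substrate and 100% = no enzyme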
PLCb3 inh: blocks human PLC-beta3 enzyme activity | Q01970 | Purified PLC-beta3, fluorogenic substrate, fluorescence | inhibition, % at 12.2 µM | 0.18% of 370,000 active; in the data active = inhibition above about 11%;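 note: 0% = median of compound wells on plate and 100% = full blocker control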
DDE Tn6 FP inh: DD(E)-Tn6 binding inhibition, primary FP screen. 0.21% of 370,000 active. P02675. inhibition, % at 8.3 µM. Fibrin DD(E) TRITC-Tn6 fluorescence polarization displacement. AID 720509;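 active = inhibition above a per-campaign cutoff: mean of compounds within control limits plus 3 SD, cut at about 15% in these data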;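 note: 0% = median of all compound wells on the plate and 100% = blocking peptide control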
UHRF1 binding: blocks human UHRF1 binding to methylated DNA | Q96T88 | UHRF1 binding to methylated oligo, TR-FRET | inhibition, % at 4.4 µM | 0.75% of 370,000 active; in the data active = inhibition above about 21%;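 note: UHRF1 SRA domain binding a hemimethylated CpG hairpin DNA probe; 0% = median of test compound wells and 100% = reference inhibitor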
PLCg1 inh: blocks human PLC-gamma1 enzyme activity. 0.84% of 370,000 active. AID 720700. purified PLC-gamma1, fluorogenic substrate, fluorescence. inhibition, % at 12.2 µM; in the data active = inhibition above about 9.5%
ARFGAP1 inhibitor: rat ARFGAP1 inhibition. AID 651572. Q62848. inhibition, % at 16.5 µM. 0.26% of 360,000 active. Arfgap1-stimulated ARF1 GTP hydrolysis, GDP FP detection;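 active = inhibition above a per-plate limit, mean inhibition of low control wells plus 3 SD, cut at about 25% in these data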;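 note: 0% = DMSO wells with enzyme and 100% = wells lacking Arfgap1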
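Repeats: one replicate per compound; assay system: rat Arfgap1 catalytic domain, aa 1-136; times: enzyme reaction 120 min at 25 °C after 20 min preincubation; detection: FP of antibody-bound GDP Alexa 633 tracer, ex 620/em 688 nm; benchmarks: high control wells lacking Arfgap1, low control full reaction with DMSO; reagent: human ARF1(Δ1-17)-GTP substrate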
* marks the source's active call; other numbers are inactive results; i = inactive; x = no result given.

SMILES	Rev-erbA mod	KLK7 zymogen act	DDE Tn7 FP inh	sPLA2-III inh	ASAP1 GAP inh	PLCb3 inh	DDE Tn6 FP inh	UHRF1 binding	PLCg1 inh	ARFGAP1 inhibitor
O=C1CC(N2CCCc3ccccc32)C(=O)N1c1ccccc1Cl (centres undefined)	-4	0.1	7	-21	8	-5	2	-2	-1	7
Cc1ccccc1OCC(=O)N/N=C1\CC(=O)CC(C)(C)C1	0	0.1	2	-12	4	-32	-4	-2	-15	0
O=C1c2ccccc2NC2(CCCC2)N1O	-5	1.8	-3	-1	-11	-81	3	80*	-72	11
NCCSc1c(-c2ccc(Cl)cc2)[nH]c2ccccc12	2	-0.1	-3	1	8	-45	-5	-2	-27	9
COCCN=C1Sc2ccccc2[C@@H]2C[C@H]3[C@H](CON3C)CN12	-3	0.5	5	-2	-8	4	4	-2	0	-9
CC1CN(c2ccnc3cc(Cl)ccc23)CCN1C(=O)c1ccc(Cl)cc1 (centres undefined)	1	x	-3	-16	x	-16	-6	1	-9	x
COc1cccc(NC(=O)/C=C/c2ccccc2[N+](=O)[O-])c1	0	-0.3	-6	0	-11	4	-5	-1	8	6
CSc1ncc(C(=O)O)c(C)n1	-6	-0.3	5	11	-9	1	4	-1	-1	13
C/C(CC(=O)Nc1ccc(Cl)c(Cl)c1)=N\NC(=O)Cc1ccccc1	10	-0.2	6	-27	-13	-4	4	-4	-5	7
Cc1ccc(C(C)NC(=O)c2cc3cc(Br)ccc3oc2=N)cc1 (centres undefined)	4	-0.5	9	1	-2	-16	-1	0	-2	1
CN1CCN(C(=O)C2CCN(S(=O)(=O)c3ccc(F)cc3)CC2)CC1	0	-0.3	-4	5	8	2	-1	4	1	-2
O=S1(=O)CC(N2CC=CC2)CN1Cc1cn(Cc2ccc(F)cc2)nn1 (centres undefined)	-3	0.3	-3	2	1	7	-3	3	7	11
Cc1nn(Cc2c(Cl)cccc2Cl)c(C)c1N	2	-0.2	8	0	-4	3	2	-1	1	1
Cc1ccc(S(=O)(=O)N2CCN(C3CC(=O)N(CCc4ccccc4)C3=O)CC2)cc1C (centres undefined)	-1	0.5	-1	-15	-8	-4	-6	15	2	6
COc1ccc(CC(C)N2CCN(c3ccccc3OC)CC2)cc1OC (centres undefined)	2	0.4	-3	6	-2	3	-1	4	1	7
CCn1cc(/C=N/N=C2\CCC3C4CCc5cc(O)ccc5C4CC[C@]23C)c(C)n1 (some centres undefined)	1	0.2	-2	-6	5	-2	9	2	3	13
COc1cc(C)nc(N(C)S(=O)(=O)c2ccccc2Cl)n1	7	-0.1	-2	3	5	3	1	28*	4	-2
O=C(NCCCCCCCCNC(=O)c1cccc2ccccc12)c1cccc2ccccc12	-5	-0.6	-6	-4	8	6	4	-2	3	-4
O=C(CCNC(=O)c1ccc(Cl)cc1)NC1CCCCCC1	6	0.4	8	9	-13	-7	7	13	-3	8
COCCn1c(N2CCCC2)nc2c1c(=O)[nH]c(=O)n2C	10	0.0	-9	-2	11	-4	-9	-1	4	-4
CCC(=O)c1ccc(OCC(=O)Nc2ccc3c(c2)OCCO3)cc1	-2	0.8	2	3	7	-6	-3	1	5	3
COCCNC(=S)N/N=C/c1ccc(OCc2ccc(C(=O)OC)cc2)cc1	12	-0.3	5	4	-4	2	1	-2	-2	7
COc1cc2c(cc1OC)/C(=C/c1ccc(Br)cc1)C(=O)OC2	1	0.5	1	3	6	-22	-10	4	-15	-9
CNc1nc(Cl)nc2ncn(C)c12	-4	0.5	-2	-4	-7	2	-2	20	-1	13
CS(=O)(=O)N1c2ccccc2[C@]2([C@@]34C[C@H]5C(=O)N[C@@H](Cc6ccccc6)C(=O)N5[C@@H]3N(S(C)(=O)=O)c3ccccc34)C[C@H]3C(=O)N[C@@H](Cc4ccccc4)C(=O)N3[C@H]12	-3	-1.1	-5	-2	10	-1	5	0	-1	-11
COc1cccc(CNC(=O)C2CCN(C(=O)N(C)C)CC2)c1	-3	-0.2	2	7	13	-2	-6	-2	-1	4
CCOC(=O)c1sc(NC(=O)CC2OC(=O)c3ccccc32)nc1C (centres undefined)	1	1.6	4	-4	-9	-11	-1	1	-9	14
O=C(Nc1nc2ncccn2c1-c1ccc(F)c(F)c1)C1CC1	-2	18*	-1	2	x	i	0	-4	i	x
CN(NC(=O)c1ccccc1Cl)c1ncc(C(F)(F)F)cc1Cl	3	0.6	3	-6	-1	0	-3	-2	1	4
CC(=O)c1c(O)cc(C)n(Cc2ccccc2)c1=O	7	-1.1	2	-3	-2	-7	-2	-4	-4	-4

The closing 2 records of the part before lead into the next.
SMILES	Rev-erbA mod	KLK7 zymogen act	DDE Tn7 FP inh	sPLA2-III inh	ASAP1 GAP inh	PLCb3 inh	DDE Tn6 FP inh	UHRF1 binding	PLCg1 inh	ARFGAP1 inhibitor
CN(NC(=O)c1ccccc1Cl)c1ncc(C(F)(F)F)cc1Cl	3	0.6	3	-6	-1	0	-3	-2	1	4
CC(=O)c1c(O)cc(C)n(Cc2ccccc2)c1=O	7	-1.1	2	-3	-2	-7	-2	-4	-4	-4
CCNS(=O)(=O)c1ccc2c(c1)n(C)c(=O)n2C	-4	-0.3	-8	2	-15	2	-5	-1	2	16
Cc1ccc2c(c1)N(CC(=O)NCCCN1CCN(C)CC1)C(=O)CO2	1	0.1	-2	2	11	-6	-5	-1	3	12
Fc1ccccc1Cc1nnc2n1N=C(c1ccc(Cl)cc1)CS2	-5	-0.2	5	1	-5	2	-2	-1	2	-1
CCc1cc(=O)oc2cc(OCC(N)=O)c(Cl)cc12	2	1.9	-1	1	5	-21	2	-5	-19	-1
CC(C)(C)c1nnc(NC(=O)c2cccnc2Cl)s1	1	0.5	2	4	-4	10	2	5	4	6
Nc1nc(-c2ccc3c(c2)CCC(=O)N3)cs1	4	0.3	2	1	2	-4	1	-2	-1	-14
Cc1ccccc1C(=O)Nc1sc(C)c(C)c1C(=O)c1ccccc1	0	-0.2	-6	6	5	5	-2	3	2	10
CC1=C(C(=O)N2CCCCCC2)CC(CC(=O)NCCN2CCOCC2)C(=O)N1Cc1ccccc1 (centres undefined)	-7	-0.1	-4	6	4	4	-6	-1	1	-2
CC(Sc1ccc2ccccc2c1)C(=O)NC(N)=O (centres undefined)	4	0.1	-5	2	0	-2	0	3	3	4
CCOc1ccccc1C1CC(=O)Nc2cc(C)c(C)cc21 (centres undefined)	0	0.1	-3	-9	-9	-5	-4	-1	-1	3
CCOc1ccc(OCCCC(=O)N(C)CC(=O)Nc2ccc(N3CCOCC3)cc2)cc1	-4	0.7	9	6	-1	0	1	14	1	0
Cc1cccc(S(=O)(=O)NC(=O)C2(C)CCN2C(=O)c2ccccc2)c1 (centres undefined)	-4	0.7	2	7	-2	2	-2	1	0	2
CN(C)c1ccc(-c2csc(C(O)c3ccc(F)c(F)c3)n2)cc1 (centres undefined)	3	0.6	7	1	-11	-1	-1	-3	-2	13
COc1ccc(-c2ncnc(C(F)(F)F)c2-c2csc(C)n2)c(O)c1	1	0.5	2	-7	-7	8	-5	6	6	-7
Cc1cc2ncn(CC3CC3(Cl)Cl)c2cc1C (centres undefined)	1	0.4	1	-1	0	-1	0	1	3	1

Sorted by formula weight (smallest number first): 12 of the compounds above
SMILES	Rev-erbA mod	KLK7 zymogen act	DDE Tn7 FP inh	sPLA2-III inh	ASAP1 GAP inh	PLCb3 inh	DDE Tn6 FP inh	UHRF1 binding	PLCg1 inh	ARFGAP1 inhibitor
Nc1nc(-c2ccc3c(c2)CCC(=O)N3)cs1	4	0.3	2	1	2	-4	1	-2	-1	-14
Cc1cc2ncn(CC3CC3(Cl)Cl)c2cc1C (centres undefined)	1	0.4	1	-1	0	-1	0	1	3	1
CC(Sc1ccc2ccccc2c1)C(=O)NC(N)=O (centres undefined)	4	0.1	-5	2	0	-2	0	3	3	4
CCc1cc(=O)oc2cc(OCC(N)=O)c(Cl)cc12	2	1.9	-1	1	5	-21	2	-5	-19	-1
CCOc1ccccc1C1CC(=O)Nc2cc(C)c(C)cc21 (centres undefined)	0	0.1	-3	-9	-9	-5	-4	-1	-1	3
CC(C)(C)c1nnc(NC(=O)c2cccnc2Cl)s1	1	0.5	2	4	-4	10	2	5	4	6
Cc1ccccc1C(=O)Nc1sc(C)c(C)c1C(=O)c1ccccc1	0	-0.2	-6	6	5	5	-2	3	2	10
Fc1ccccc1Cc1nnc2n1N=C(c1ccc(Cl)cc1)CS2	-5	-0.2	5	1	-5	2	-2	-1	2	-1
Cc1ccc2c(c1)N(CC(=O)NCCCN1CCN(C)CC1)C(=O)CO2	1	0.1	-2	2	11	-6	-5	-1	3	12
COc1ccc(-c2ncnc(C(F)(F)F)c2-c2csc(C)n2)c(O)c1	1	0.5	2	-7	-7	8	-5	6	6	-7
CCOc1ccc(OCCCC(=O)N(C)CC(=O)Nc2ccc(N3CCOCC3)cc2)cc1	-4	0.7	9	6	-1	0	1	14	1	0
CC1=C(C(=O)N2CCCCCC2)CC(CC(=O)NCCN2CCOCC2)C(=O)N1Cc1ccccc1 (centres undefined)	-7	-0.1	-4	6	4	4	-6	-1	1	-2

(list continues)
SMILES	Rev-erbA mod	KLK7 zymogen act	DDE Tn7 FP inh	sPLA2-III inh	ASAP1 GAP inh	PLCb3 inh	DDE Tn6 FP inh	UHRF1 binding	PLCg1 inh	ARFGAP1 inhibitor
CCCC(=O)Nc1ccccc1NC(=O)c1ccc(OCC)c(OCC)c1	0	-0.2	-4	1	1	0	3	1	-2	14
CCc1cccc2c1NC(=O)C21N2CCCC2C(C(=O)c2ccc3ccccc3c2)C12C(=O)Nc1ccccc12 (centres undefined)	4	-0.1	5	12	-2	-16	-3	4	-6	3
Cc1ccc(C(=O)N/C(=C/C=C\c2ccccc2)C(=O)NCc2ccco2)cc1	3	-1.0	-11	-10	-5	-8	10	-1	-7	15
CC1CCC(N(C)C(=O)CN2C(=O)NC(c3ccccc3)(c3ccccc3)C2=O)CC1 (centres undefined)	3	1.1	-2	4	6	2	-7	-2	3	-8
COc1ccc(CNC(=O)CS(=O)(=O)Cc2nc(-c3ccc(OC)cc3)oc2C)cc1	1	0.2	2	3	2	-5	3	-1	-1	-11
Cc1ccc(F)c(CNC(=O)C2CCC(=O)N(Cc3ccccn3)C2)c1F (centres undefined)	0	-0.1	-5	9	-6	-7	4	-1	0	3
CC(C)Oc1ccc(N2CC(C(=O)Nc3ccc4c(c3)OCO4)CC2=O)cc1 (centres undefined)	3	-0.2	0	-2	3	-5	-3	-1	-3	-8
COC(=O)[C@]12C[C@H](CC(=O)N3CCCCC3)C(=O)N(Cc3cccc4ccccc34)C1=C[C@H](C1CCCC1)O[C@@H]2C	-5	-0.4	5	-4	x	2	4	-3	2	x
